Assay outcomes from PubChem.
GRIN3A LBD mod: NR3A (human) ligand-binding domain modulation; NR3A LBD differential scanning fluorimetry, Tm shift; 0% = protein alone, 100% = glycine-bound protein; Tm shift relative to glycine control, % at 25 µM; actives 2.5% (n = 340,000);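 active = melting temperature shift of at least 10% of the positive control shift, at one fixed dose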
ATG4B inh: inhibitors of human ATG4B cysteine protease; Q9Y4P1; ATG4B cleavage of LC3-PLA2, NBD-HPC fluorescence, 1 h; inhibition, % at 8.33 µM; actives 0.51% (n = 340,000); in the data active = inhibition above about 40%
HKDC1 inh: HKDC1 (human) hexokinase inhibition; Q2TB90; recombinant HKDC1, G6PDH/diaphorase resazurin coupled fluorescence; inhibition, % at 20 µM; actives 0.16% (n = 340,000);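 active = inhibition above about 35% when tested at 20 µM, limit read from the data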;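 note: plate controls were DMSO wells with enzyme for no effect and DMSO wells lacking enzyme for full effect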
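test system = in-house recombinant HK5 (HKDC1) enzyme | amount = HKDC1 at 5 µg/mL | control set = DMSO-enzyme wells negative, buffer-substituted wells positive | compound = one dose of 20 µM, 1% DMSO | schedule = reaction time 90 min, room temperature, protected from light | technique = resorufin fluorescence at 613 nm | reagent = glucose with 1 mM ATP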
SENP8 block: inhibitors of human SENP8 protease; recombinant SENP8, Nedd8 substrate fluorescence; actives 0.64% (n = 360,000); Q96LD8; inhibition, % at 20 µM; in the data active = inhibition mostly above about 40%, no sharp cut-off; inactive = mostly below about 27%
Target sequence (Q96LD8 whole entry, looked up): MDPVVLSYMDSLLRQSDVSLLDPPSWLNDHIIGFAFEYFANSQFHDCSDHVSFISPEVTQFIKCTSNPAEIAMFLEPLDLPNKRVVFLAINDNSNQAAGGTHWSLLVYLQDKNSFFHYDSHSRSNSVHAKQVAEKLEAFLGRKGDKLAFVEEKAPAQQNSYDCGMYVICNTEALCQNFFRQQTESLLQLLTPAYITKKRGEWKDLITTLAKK
MPTP block: inhibitors of mitochondrial permeability transition pore; isolated mouse mitochondria, Ca2+ swelling absorbance, 30 min; inhibition, % at 10 µM; actives 1.4% (n = 360,000);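 active = inhibition of 50% or more, scaled per plate between neutral and stimulator controls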;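 note: 0% = DMSO wells given calcium and 100% = 1 mM EGTA wells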
SENP7 block: inhibitors of human SENP7 protease | recombinant SENP7, Z-RLRGG-aminoluciferin luminescence, 40 min | inhibition, % at 5 µM | Q9BQF6 | actives 1.5% (n = 330,000);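 active = inhibition above about 50% at the single test dose, limit read from the data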;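 note: plate controls were DMSO with enzyme for no effect and no enzyme buffer wells for full effect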
Target sequence (Q9BQF6 706-1050 limits assumed): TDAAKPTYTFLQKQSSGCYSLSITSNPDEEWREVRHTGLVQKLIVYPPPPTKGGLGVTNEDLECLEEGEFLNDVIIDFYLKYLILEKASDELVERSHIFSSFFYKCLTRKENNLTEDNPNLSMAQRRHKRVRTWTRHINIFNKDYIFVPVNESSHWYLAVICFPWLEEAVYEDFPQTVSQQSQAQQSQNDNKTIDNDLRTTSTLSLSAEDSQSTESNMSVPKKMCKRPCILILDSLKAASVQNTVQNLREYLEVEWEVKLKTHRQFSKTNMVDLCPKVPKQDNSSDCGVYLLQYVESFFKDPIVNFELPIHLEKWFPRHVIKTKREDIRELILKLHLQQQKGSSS
PfGluPho inh: PfG6PD (Plasmodium falciparum) enzyme inhibition. PfGluPho enzyme, NADPH resazurin-diaphorase fluorescence. inhibition, % at 20 µM. actives 0.78% (n = 350,000);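 active = inhibition reaching at least a set limit at 20 µM in the primary screen, cut at about 59% in these data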;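 note: 0% = DMSO wells with substrate and 100% = DMSO wells lacking glucose-6-phosphate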
SENP6 block: SENP6 protease inhibition. inhibition, % at 10 µM. actives 1.8% (n = 330,000). Recombinant SENP6 catalytic domain, aminoluciferin luminescence. Q9GZR1;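 active = inhibition above about 50% at the single tested dose, limit read from the data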;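 note: plate controls were DMSO wells with enzyme for no effect and DMSO wells lacking enzyme for full effect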
Target sequence (Q9GZR1 628-1112 limits assumed): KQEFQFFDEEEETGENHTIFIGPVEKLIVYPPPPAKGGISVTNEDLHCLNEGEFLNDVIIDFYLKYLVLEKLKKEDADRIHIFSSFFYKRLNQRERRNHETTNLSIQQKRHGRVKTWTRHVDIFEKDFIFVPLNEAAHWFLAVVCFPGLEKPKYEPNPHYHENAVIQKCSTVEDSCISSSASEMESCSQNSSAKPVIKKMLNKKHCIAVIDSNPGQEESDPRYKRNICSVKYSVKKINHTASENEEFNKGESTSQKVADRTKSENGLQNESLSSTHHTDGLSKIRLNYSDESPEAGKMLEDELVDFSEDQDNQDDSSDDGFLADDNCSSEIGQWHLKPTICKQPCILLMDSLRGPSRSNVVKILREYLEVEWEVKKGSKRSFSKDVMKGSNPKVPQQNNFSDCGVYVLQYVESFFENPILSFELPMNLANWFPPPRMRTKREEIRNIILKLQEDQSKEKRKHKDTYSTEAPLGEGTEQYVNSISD
* hit, by the source's call; · = no result given.

Second line of a record – GRIN3A LBD mod	ATG4B inh	HKDC1 inh	SENP8 block	MPTP block	SENP7 block	PfGluPho inh	SENP6 block
- O=C1C2C3C=CC(C3)C2C(=O)N1c1ccc(-c2nc3ccccc3c(=O)o2)cc1 (stereo unspecified)
→ 3	-6	4	-5	0.7	-7	50	-8
- COc1ccc(C(CNC(=O)c2oc3c(Cl)cccc3c2C)N2CCCC2)cc1 (stereo unspecified)
→ 1	2	2	-50	3.9	3	3	-5
- COc1ccc(S(=O)(=O)N2CCOCC2)cc1NC(=O)CSc1n[nH]c(C(C)C)n1
→ -1	3	-5	3	-1.4	-5	11	-16
- O=S(=O)(Cc1cc(N2CCOCC2)nc(-c2ccccn2)n1)c1ccccc1
→ -1	-3	-4	-52	-0.8	6	-16	2
- O=C(COc1ccc(S(=O)(=O)N2CCCC2)cc1Cl)NCc1ccco1
→ 8	-5	5	18	-0.4	0	2	-11
- COC(=O)CSCC(=O)Nc1nnc(-c2cccc(C)c2)s1
→ 0	-12	-8	-20	1.2	0	-7	-4
- Cn1c(N)c(C(=O)CSc2nnc(-c3cccs3)n2C2CC2)c(=O)[nH]c1=O
→ -1	0	-1	-1	-2.4	2	-4	-6
- COc1cc(CNc2ccc(N3CCN(C(C)=O)CC3)cc2)ccc1OCc1ccc(F)cc1
→ 0	-3	-3	-32	1.4	·	18	·
- COc1ccc(Cc2nnc(NC(=O)Nc3ccccc3)s2)cc1OC
→ -3	-10	-1	12	-0.1	-6	-9	-2
- COc1ccccc1N1CCN(C(=O)c2cc(S(=O)(=O)N3CCCCC3)ccc2C)CC1
→ -1	-6	-4	15	0.4	4	2	11
- O=C(O)c1ccccc1P(=O)(c1ccccc1)c1ccccc1
→ -1	-5	0	4	0.3	11	-1	-17
- C=CCNC(=O)/C(=C\c1ccc(OC)cc1)NC(=O)c1ccc([N+](=O)[O-])cc1
→ 0	-14	-7	21	2.4	10	-4	1
- COc1ccc2[nH]c(C(=O)O)c(CCC(=O)O)c2c1
→ 1	-11	3	-277	-1.6	-3	5	-23
- O=C(O)C1CCc2sc3[nH]c(=S)n(-c4ccccc4)c(=O)c3c21 (stereo unspecified)
→ 5	-9	1	5	1.1	12	31	-2
- COC(=O)NCC(c1cccnc1)N1CCN(c2ccccc2OC)CC1 (stereo unspecified)
→ 0	-1	-6	10	-1.9	1	3	10
- O=C1c2oc3ccc(F)cc3c(=O)c2C(c2ccc(F)cc2)N1CCCN1CCOCC1 (stereo unspecified)
→ 0	-6	-12	-18	-2.8	5	6	-6
- Clc1ccc(COc2ccccc2CNCc2cccnc2)cc1
→ -5	-3	-1	22	-0.4	-8	34	-29
- NC(=O)C1CCCNC1 (stereo unspecified)
→ 2	-1	-3	0	-0.7	-4	13	-6
- COC(=O)CCCCCCCCC(O)C[N+]1(C)CCOCC1 (stereo unspecified)
→ -1	-6	-3	0	1.4	7	-1	2
- O=C(CN1C(=O)NC(c2ccccc2)(c2ccccc2)C1=O)NCc1ccc(F)cc1
→ 3	-16	0	20	-1.2	5	14	-4
- CC1=C(C)CC(C(=O)Nc2nc(C)cs2)C(C(=O)O)C1 (stereo unspecified)
→ -1	-2	4	18	0.6	11	7	22
- CCc1ccc2c(c1)C(=O)C(=O)N2CC(=O)Nc1ccc(NC(=O)c2ccccn2)cc1
→ -7	0	2	8	1.5	-1	-14	5
- COc1cccc(C2CC(c3ccccc3)=NN2S(=O)(=O)c2ccc(C)cc2)c1OC (stereo unspecified)
→ -1	-7	1	7	2.6	-22	-6	13
- Cc1nc(C)c(-c2nnc(-c3ccc(C(C)(C)C)cc3)o2)cc1C(=O)NN
→ -3	-7	-8	15	7.3	-5	1	-7
- CN(CCCC(=O)Nc1ccncc1)S(=O)(=O)c1ccc(Cl)cc1
→ 1	-21	3	11	7.8	6	-2	-3
- C#Cc1ccc([C@@H]2C=C(C(=O)O)O[C@H](OCCCCO)C2)cc1
→ 0	16	3	-16	-2.4	-7	-19	-18
- C/C(=N\O)C(=O)OC1CC(C)CCC1C(C)C (stereo unspecified)
→ -3	14	-1	11	4.8	4	8	0
- CC(C)NC(=S)N1CCN(C/C=C/c2ccccc2)CC1
→ -2	-1	-8	3	-0.7	-9	-13	-13
- CS(=O)(=O)NCC(c1cccnc1)N1CCN(c2ccc(F)cc2)CC1 (stereo unspecified)
→ 1	-4	0	31	-4.4	·	3	·
- CC(C)(C)c1csc(NC(=O)CS(=O)(=O)c2ccccc2)n1
→ 0	0	-1	12	0.4	1	16	12
- CCN1CCN(C(c2cccs2)C(C)NC(=S)NC2CCCCC2)CC1 (stereo unspecified)
→ -1	6	16	18	-1.6	6	-11	-5
- COc1ccc(-c2csc(NC(=S)NC(=O)c3cccs3)n2)cc1OC
→ 10*	31	1	11	3.6	9	4	2
- Cc1cc2c(cc1S(N)(=O)=O)S(=O)(=O)CCC2
→ 1	-7	-5	12	2.5	5	9	0
- NNC(=O)c1sc2cc(C(F)(F)F)cnc2c1-c1cccs1
→ 0	-5	-10	-61	-1.2	-2	8	3
- C/C(=N/NS(=O)(=O)c1ccc(C)cc1)c1ccc2c(c1)OCO2
→ -2	-5	2	1	2.3	1	-1	3
- Cc1ccc(CN2CC(C(=O)NNC(=O)c3ccc(F)cc3)CC2=O)cc1 (stereo unspecified)
→ -1	-13	-3	12	3.5	2	5	-23
- Cc1cc(C(=O)NCc2ccc3c(c2)OCO3)c(C)o1
→ 0	-1	-4	-3	2.2	-3	3	9
- CC(C)(C)c1ccc(S(=O)(=O)N2CCCC2C(=O)N2CCOCC2)cc1 (stereo unspecified)
→ -1	-8	-13	8	-1.4	-4	5	-5
- O=S(=O)(NCCCN1CCOCC1)c1ccc2c(c1)OCCO2
→ -1	-5	-1	11	-0.4	0	6	-23
- O=C(O)c1cccc(Nc2cc(Cl)c3nonc3c2[N+](=O)[O-])c1
→ 1	0	-9	15	-0.1	0	10	-10
- O=C(NC1CCCN(CCc2ccccc2)C1)C1CCCC1 (stereo unspecified)
→ -1	1	-7	8	0.4	-3	-5	8
- O=C(CN1CCN(C(=O)c2ccco2)CC1)Nc1ccc(Br)cc1
→ -1	9	-6	13	-1.1	7	-1	-5
- Cc1ccc(S(=O)(=O)N2CCN(C(=O)C(C)Cn3cncn3)CC2)cc1 (stereo unspecified)
→ 0	-2	-7	10	-3.5	0	-18	-4
- CCN(CC(=O)NCc1ccc(Cl)cc1)C(=O)c1oc2ccccc2c1C
→ -1	-7	-2	-1	-0.1	-1	20	22
- CCSc1cc(C)nc2c(-c3ccccc3)c(C)nn12
→ 1	0	1	-180	-0.4	-11	-2	-8
- Cc1cccc2cc(C3CC(c4cccs4)=NN3C(=O)CCC(=O)O)c(Cl)nc12 (stereo unspecified)
→ -2	12	3	-163	-30	5	-26	-18
- COc1ccc(OC)c2sc(NC(=O)c3cccc(N4C(=O)CCC4=O)c3)nc12
→ 3	3	1	-20	-0.7	-2	8	-12
- CN(C)C(=O)C(NC(=O)c1ccccc1)=C(Cl)Cl
→ 0	-6	-7	9	-0.2	-3	-15	-22
- CC(=O)OCC(=O)C1(O)CCC2C3CCC4=CC(=O)CCC4(C)C3(Cl)C(O)CC21C (stereo unspecified)
→ 1	-9	1	14	-0.2	·	-7	·
- O=C(Cn1c(=O)oc2cc(S(=O)(=O)NCc3ccccc3)ccc21)NCc1ccco1
→ 0	6	-1	21	-1.0	3	1	-9
- COc1ccc(S(=O)(=O)NC(C)C(=O)Nc2cccc(C(C)=O)c2)cc1 (stereo unspecified)
→ 1	-6	4	11	-4.4	5	15	-8
- Cc1cccc(-n2nc3c(c2NC(=O)c2ccc4c(c2)OCO4)CS(=O)(=O)C3)c1C
→ -2	2	-4	10	0.2	11	-2	-13
- O=C(COC(=O)c1ccc(Cl)s1)c1ccc[nH]1
→ -1	-19	1	11	-1.3	2	-9	-19
- CCN(CC)c1ccc(NC(=O)CN2CCN(CC(=O)Nc3ccccc3F)CC2)cc1
→ -4	-9	-2	29	-1.1	-6	14	-11
- Cc1ccccc1/C=N/N1CCN(c2ccccc2)CC1
→ 13*	11	-4	10	-0.9	-10	1	-11
- Cc1ccc(S(=O)(=O)CCSc2cccc(C(=O)Nc3ccccc3C(=O)O)c2)cc1
→ 0	-2	-1	8	8.8	-2	-11	88*
- CCOC(=O)C1CCN(C(=O)c2ccc(C)c(S(=O)(=O)N3CCCC3)c2)CC1
→ 11*	-2	3	5	0.3	2	4	-12
- CCn1c(C(C)C)n[nH]c1=S
→ 5	-6	-4	-2	2.1	3	7	-4
- Cc1c(NC(=O)c2ccc(-c3ccc([N+](=O)[O-])cc3Cl)o2)c(=O)n(-c2ccccc2)n1C
→ 0	-3	-3	5	-0.5	2	-9	-12
- O=C(CCCn1c(=O)[nH]c2ccccc2c1=O)N1CCN(c2ccccn2)CC1
→ 0	2	-4	3	-0.7	-9	1	1

Additional structures follow:
Second line of a record – GRIN3A LBD mod	ATG4B inh	HKDC1 inh	SENP8 block	MPTP block	SENP7 block	PfGluPho inh	SENP6 block
- O=C(c1ccccc1)N1CCN(S(=O)(=O)c2ccc(Cl)c(C(F)(F)F)c2)CC1
→ 1	-8	-3	-10	-1.0	0	2	1
- CCC(Sc1ccc2nnc(CCNS(=O)(=O)c3ccc(OC)cc3)n2n1)C(=O)OC (stereo unspecified)
→ 0	8	-4	-25	-0.8	2	3	-6
- O=C(COC(=O)c1ccccc1Br)NCC1CCCO1 (stereo unspecified)
→ 1	3	-1	2	0.7	-15	-6	-13
- CCN1C(=O)N(CC)C2C1N(C(C)=O)C(=O)N2C(C)=O (stereo unspecified)
→ 1	7	-6	15	-0.1	1	0	-25
- Cc1noc(/C=C/N(C)C)c1S(=O)(=O)N1CCc2ccccc21
→ 0	-11	0	1	-1.7	0	4	-4
- OCC[C@H]1C[C@H](O)[C@@H](O)[C@]2(CCCO2)O1
→ 0	4	-7	10	0.7	1	0	-4
- COCCNc1ccc(-c2n[nH]c(=O)c3ccccc23)cc1[N+](=O)[O-]
→ 0	4	1	16	0.5	-1	-10	-15
- S=c1[nH]nc(COc2ccc3ccccc3c2)o1
→ 2	4	0	6	-3.5	9	-2	6
- CC(=O)Nc1ccc(S(=O)(=O)N2CCCC2C(=O)Nc2ccc3c(c2)OCCO3)cc1 (stereo unspecified)
→ 0	-11	-11	10	0.0	1	-2	-11
- O=C(CSc1nnc(-c2ccco2)o1)N1c2ccccc2CCc2ccccc21
→ 0	-6	-4	6	2.4	-2	23	1
- O=C(OCc1ccc([N+](=O)[O-])cc1)c1cc([N+](=O)[O-])ccc1N1CCOCC1
→ 0	-5	0	19	-1.3	7	25	-3
- CC1Cc2ccccc2N1C(=O)COc1ccc2c(c1)OCO2 (stereo unspecified)
→ -1	-1	-4	12	1.0	-7	11	-13
- CCc1nn(C(C)C(=O)N(C)Cc2ccccc2)c(=O)c2cc3occc3n12 (stereo unspecified)
→ -3	3	2	-24	-1.2	2	-19	-18
- Cc1cc(NC(=O)CCSc2ccc(Cl)cc2)no1
→ -4	-5	-13	13	1.3	2	4	-6
- O=C(C[n+]1cccc(Br)c1)c1ccc(-c2ccccc2)cc1
→ 0	5	-3	10	1.6	7	5	-17
- C=CC[C@H](CC(=O)N[C@H](CO)Cc1ccccc1)C(=O)N[C@@H](COC(=O)[C@@H](CC=C)Cc1ccc(F)cc1)Cc1c[nH]c2ccccc12
→ -13	-12	-6	19	0.5	-7	9	-9
- Cc1ccc(C(=O)c2ccc(N3CCOCC3)c(F)c2)cc1
→ 1	-4	-1	-42	35	3	14	-23

Three records picked at random from those above, as already listed:
Second line of a record – GRIN3A LBD mod	ATG4B inh	HKDC1 inh	SENP8 block	MPTP block	SENP7 block	PfGluPho inh	SENP6 block
- CC(=O)Nc1ccc(S(=O)(=O)N2CCCC2C(=O)Nc2ccc3c(c2)OCCO3)cc1 (stereo unspecified)
→ 0	-11	-11	10	0.0	1	-2	-11
- O=C(CSc1nnc(-c2ccco2)o1)N1c2ccccc2CCc2ccccc21
→ 0	-6	-4	6	2.4	-2	23	1
- CCc1nn(C(C)C(=O)N(C)Cc2ccccc2)c(=O)c2cc3occc3n12 (stereo unspecified)
→ -3	3	2	-24	-1.2	2	-19	-18
